VLA-4 inh = inhibition in a human VLA-4 binding assay. inhibition, % (about 7 µM as worked out from the volumes in the protocol). P13612. AID 2557. VLA-4 expressing cells, ligand binding flow cytometry. 330,000 compounds, 0.2% hits; in the data active = inhibition above about 50%
Target sequence (P13612 whole entry, looked up): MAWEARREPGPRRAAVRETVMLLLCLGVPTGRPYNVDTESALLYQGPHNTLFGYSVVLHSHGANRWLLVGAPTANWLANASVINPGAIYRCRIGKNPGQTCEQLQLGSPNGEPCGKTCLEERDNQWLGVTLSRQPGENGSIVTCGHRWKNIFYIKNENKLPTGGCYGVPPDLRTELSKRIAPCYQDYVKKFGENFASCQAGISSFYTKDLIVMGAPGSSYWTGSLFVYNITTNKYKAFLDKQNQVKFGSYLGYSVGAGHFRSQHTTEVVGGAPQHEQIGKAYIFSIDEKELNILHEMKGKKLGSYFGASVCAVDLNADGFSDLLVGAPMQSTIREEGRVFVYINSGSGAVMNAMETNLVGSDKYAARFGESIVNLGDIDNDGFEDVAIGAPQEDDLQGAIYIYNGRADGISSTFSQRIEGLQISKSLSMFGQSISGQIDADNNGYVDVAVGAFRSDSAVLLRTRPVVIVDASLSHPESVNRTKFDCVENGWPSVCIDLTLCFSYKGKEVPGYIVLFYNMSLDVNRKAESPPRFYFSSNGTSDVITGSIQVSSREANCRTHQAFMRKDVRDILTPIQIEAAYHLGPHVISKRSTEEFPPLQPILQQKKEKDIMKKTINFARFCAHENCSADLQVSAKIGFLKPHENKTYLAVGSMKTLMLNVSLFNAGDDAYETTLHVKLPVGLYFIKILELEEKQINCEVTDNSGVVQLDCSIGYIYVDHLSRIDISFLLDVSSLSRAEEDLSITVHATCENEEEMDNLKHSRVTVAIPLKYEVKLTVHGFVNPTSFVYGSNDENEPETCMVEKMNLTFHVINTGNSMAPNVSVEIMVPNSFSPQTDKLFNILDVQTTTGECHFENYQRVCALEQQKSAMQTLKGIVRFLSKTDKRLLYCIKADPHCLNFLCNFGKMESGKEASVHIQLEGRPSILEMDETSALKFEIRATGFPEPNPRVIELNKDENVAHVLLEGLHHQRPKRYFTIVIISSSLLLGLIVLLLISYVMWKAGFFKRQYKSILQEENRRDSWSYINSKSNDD
Yeast superoxide = caloric restriction mimetics inhibiting age-related superoxide in yeast. S. cerevisiae aged cells, superoxide DHE fluorescence; stronger effect = lower value. superoxide response (% of plate mean), % at 10 µM. 330,000 compounds, 0.18% hits. AID 2690;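 active = superoxide response under a set limit, about three screen SD below normal, cut at about 65% in these data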;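 also: yeast aged for seven days with compound at 30 °C before DHE staining; 100% = average MFI of all compound-treated wells on the plate with controls excluded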
CIT2 TOR yeast = modulators of TOR pathway CIT2-GFP in S. cerevisiae; GFP response vs DMSO, % at 10 µM; S. cerevisiae CIT2-GFP strain, flow cytometry, 3 h; 100 means same as DMSO wells; 320,000 compounds, 0.065% hits; AID 2029;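 active = GFP response relative to DMSO above a set limit, near the screen mean plus 3 SD, cut at about 150% in these data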;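 also: ratio of well median GFP fluorescence to mean of DMSO wells on the plate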
GRK2 aptamer HTS = inhibitors of human GRK2 displacing RNA aptamer; bead flow cytometry, FAM-aptamer displacement from GRK2; P25098; 330,000 compounds, 0.59% hits; inhibition of aptamer binding, % at 10 µM;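 active = inhibition of aptamer binding above 40%, roughly 3 SD of noise, on plates passing a quality check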;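 also: median bead fluorescence of bound FAM aptamer so fluorescent compounds give negative values; no value below 0 was filed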
AGP1-GFP MLPCN = modulators of TOR pathway AGP1-GFP in S. cerevisiae; S. cerevisiae AGP1-GFP multiplex flow cytometry, 3 h; GFP as percent of DMSO wells; GFP response vs DMSO, % at 10 µM; 320,000 compounds, 0.02% hits;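 active = GFP response relative to DMSO above a set limit, near screen average plus 3 SD, cut at about 150% in these data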;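 also: median GFP channel fluorescence of the gated AGP1 strain per well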
LAP4-GFP MLPCN = modulators of TOR pathway LAP4-GFP in S. cerevisiae; GFP response vs DMSO, % at 10 µM; S. cerevisiae LAP4-GFP multiplex, flow cytometry GFP, 3 h; median GFP as percent of DMSO wells; 320,000 compounds, 0.34% hits;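 active = GFP response vs DMSO above a set limit, about the screen mean plus 3 SD, cut at about 150% in these data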
MEP2-GFP yeast = yeast TOR pathway MEP2-GFP modulation; S. cerevisiae MEP2-GFP strain, flow cytometry GFP, 3 h; 100% = DMSO control level; GFP response vs DMSO, % at 10 µM; 330,000 compounds, 0.51% hits; AID 2016;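 active = GFP response versus DMSO above a set limit, roughly screen mean plus 3 SD, cut at about 180% in these data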;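 also: median GFP fluorescence of the barcode-gated MEP2-GFP cells per well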
RPL19A TOR yeast = alters RPL19A-GFP fluorescence in TOR pathway yeast screen; S. cerevisiae RPL19A-GFP strain, flow cytometry, 3 h; stronger effect = lower value; percent response vs DMSO, % at 10 µM; 330,000 compounds, 0.3% hits; AID 2025;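 active = percent response vs DMSO below 50%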;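 also: median channel GFP fluorescence of the barcoded RPL19A-GFP strain; ratio of sample median GFP to plate DMSO average so 100% = DMSO; lower means less RPL19A-GFP as with rapamycin TOR inhibition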
* marks the source's active call; other numbers are inactive results; x = not tested or not shown. No enrichment for hits. Share with any hit: about 1.7%.

Fields – MEP2-GFP yeast, Yeast superoxide, RPL19A TOR yeast, VLA-4 inh, LAP4-GFP MLPCN, GRK2 aptamer HTS, CIT2 TOR yeast, AGP1-GFP MLPCN
1	O=S(=O)(c1cccs1)N1CCN(c2ccccn2)CC1
→ 101, 91, 99, -2, 101, 2, 96, 94
2	COc1ccc(N(CC(=O)NCc2ccc(Cl)cc2)S(=O)(=O)c2c(C)noc2C)cc1
→ 105, 122, 101, 1, 98, 1, 113, 98
3	O=C(CN1CCOCC1)Nc1ccc(F)cc1
→ 108, 92, 106, 6, 87, 3, 109, 104
4	O=C(Nc1ccccc1N1CCOCC1)c1cccnc1Cl
→ 92, 99, 91, 6, 96, 2, 91, 89
5	Cc1cc(NC(=O)CSc2nc(-c3ccco3)cc(C(F)(F)F)n2)no1
→ 107, 101, 103, 15, 104, 2, 102, 99
6	O=C(c1cc(COc2ccc(F)cc2Cl)on1)N1CCC(OCc2cccnc2)CC1
→ 91, 91, 99, 2, 88, 1, 100, 91
7	O=C(Nc1cccc2c1CCCC2)C1CCN(C(=O)NC2CCCCC2)CC1
→ 97, 109, 99, 1, 89, 0, x, 99
8	CC(Oc1ccccc1)C(=O)N1CCC2(CC1)Oc1ccc(F)cc1C(=O)C21CC(c2ccc(Cl)cc2)=NO1 (stereo unspecified)
→ 82, 96, 97, -6, 102, 0, 104, 90
9	CC(C)(C)Cc1nnc(NC(=O)CN2C(=O)c3ccccc3C2=O)s1
→ 98, 100, 99, 16, 100, 0, 91, 98
10	Cc1ccc(CSc2nnc(-c3ccncc3)n2C)cc1
→ 106, 105, 108, -17, 109, 3, 107, 110
11	O=C(NCc1cccnc1)c1ccccc1NC(=O)c1c(F)cccc1F
→ 102, x, 101, -1, 99, 0, 112, 102
12	O=C(NCc1ccco1)C1(c2ccccc2)CCCC1
→ 102, 127, 101, 11, 103, 0, 96, 101
13	COC(=O)c1cc(NC(=O)C2COc3ccccc3O2)ccc1Cl (stereo unspecified)
→ 101, 87, 95, -5, 93, 2, 101, 96
14	Cc1ccc(N2C(=O)C3C(C2=O)N2C(c4cccs4)C4C(=O)N(c5ccc(C)cc5)C(=O)C4N2C3c2cccs2)cc1 (stereo unspecified)
→ 107, 88, 103, 7, 99, 0, 101, 102
15	CCOc1ccc(/C=N/NC(=O)c2ccc(Cn3cc(Br)cn3)o2)cc1
→ 98, 100, 99, 14, 89, 3, 96, 100
16	COc1ccccc1/C=N/NC(=O)c1c(-c2ccccc2)noc1C
→ 97, 88, 94, -5, 103, 0, 107, 99
17	COc1ccccc1NC(=O)Nc1ccc2c(c1)nnn2C
→ 98, 99, 99, 9, 95, 2, 100, 109
18	O=C(NCC1CCCO1)C1CCN(C(=O)c2ccc(Cl)cc2)CC1 (stereo unspecified)
→ 97, 104, 107, 0, 92, 0, x, 107
19	COc1ccc(S(=O)(=O)Cc2ccc(C(=O)NC3CCCCC3)o2)cc1
→ 118, 92, 104, -5, 101, 22, 112, 106
20	CCS(=O)c1ccccc1C(=O)OC(C)C(=O)Nc1ccc(S(=O)(=O)N2CCCC2)cc1 (stereo unspecified)
→ 104, 88, 104, 3, 110, 0, 109, 110
21	O=C(NCc1ccccc1OC(F)(F)F)C1CCC(=O)N(Cc2cccc(F)c2)C1 (stereo unspecified)
→ 105, 98, 103, 6, 101, 2, 101, 103
22	CCOc1cc(S(=O)(=O)NC2CCCCC2)ccc1F
→ 106, 90, 98, 1, 109, 0, 100, 98
23	CC(=O)N/C(=C/c1ccc2c(c1)OCO2)C(=O)N1CCOCC1
→ 118, 107, 113, 4, 107, 4, 110, 112
24	COc1ccc([N+](=O)[O-])cc1NC(=O)CSc1ccc2ccccc2c1
→ 122, 111, 115, -23, 112, 0, 106, 111
25	Cc1onc(-c2ccccc2)c1C(=O)N/N=C/c1c(F)cccc1Cl
→ 96, 95, 95, -20, 95, 0, 92, 95
26	O=C(COC(=O)c1ccccn1)Nc1cccc(Cl)c1Cl
→ 93, 111, 95, 11, 91, 3, 86, 87
27	COc1ccc(-c2nc(C#N)c(N3CCC(C(N)=O)CC3)o2)cc1
→ 99, 106, 91, 6, 93, 0, 93, 91
28	CNC(=O)CSc1nnc(SCCC(=O)O)s1
→ 97, 114, 98, 8, 86, 1, 95, 94
29	COCCC(=O)N1CCC(Oc2ccc(C(=O)N3CCCCC3CCO)cc2)CC1 (stereo unspecified)
→ 117, 98, 106, 13, 114, 4, 99, 109
30	CC(C)(C)NC(=O)CN(C(=O)C(=O)Nc1ccc2c(c1)OCCO2)C1CC1
→ 101, 101, 102, 13, 100, 4, 100, 102
31	Clc1ccc(-c2csc3ncnc(Cl)c23)cc1
→ 93, 91, 104, -4, 95, 0, 112, 94
32	CCc1cc(-c2n[nH]c(CCC(=O)O)c2-c2nc3ccccc3n2C)c(O)cc1O
→ 105, 97, 101, -3, 111, 3, 104, 107
33	COc1ccc(-c2csc(NC(=O)c3ccc(S(C)(=O)=O)cc3)n2)cc1
→ 104, 97, 101, -6, 92, 0, 100, 98
34	C(=C\CSc1ncn[nH]1)/CSc1ncn[nH]1
→ 119, 86, 94, 29, 113, 2, x, 89
35	CCOC(=O)c1c(-c2ccc(Cl)cc2)csc1NC(=O)CNCc1ccco1
→ 95, 100, 93, -6, 122, 0, 88, 90
36	COCCNC(=O)CC(=O)N/N=C/c1cccc(C(=O)OC)c1
→ 97, 117, 94, -3, 102, 0, 98, 102
37	S=c1[nH]nc(COc2ccccc2)n1/N=C/c1ccccn1
→ 96, 105, 102, 2, 93, 2, 102, 100
38	COc1nc2ccc(C)cc2cc1-c1noc(-c2ccccc2)n1
→ 102, 95, 98, -6, 96, 2, x, 99
39	CCN(CC)S(=O)(=O)c1cc(NC(=O)C(C)N2CCN(Cc3ccc4c(c3)OCO4)CC2)ccc1C (stereo unspecified)
→ 104, 94, 103, 5, 99, 0, 104, 100
40	O=C(Nc1ncc([N+](=O)[O-])s1)C1COc2ccccc2O1 (stereo unspecified)
→ 94, 95, 95, 4, 111, 0, 118, 85
41	CC(C)C(=O)Nc1cc(C(F)(F)F)ccc1-n1ccnc1
→ 97, 105, 88, 8, 88, 4, 93, 88
42	O=C(O)c1cccc(CSc2nnc(COc3ccccc3)o2)c1
→ 103, 107, 103, 1, 102, 4, 100, 106
43	C#Cc1ccc2c(c1)COc1c3ccccc3nn1-2
→ 88, 108, 98, 1, 113, 0, 96, 82
44	c1n[nH]c(NCc2ccc3c(c2)OCO3)n1
→ 97, 101, 99, -2, 93, 0, 103, 103
45	CC(C)(CO)NS(=O)(=O)c1ccc2c(c1)C(=NO)c1cc(S(=O)(=O)NC(C)(C)CO)ccc1-2
→ 95, 85, 96, 8, 100, 1, 94, 102
46	Cc1ccc(C)c(C(=O)C(C)OC(=O)c2cccn2C)c1 (stereo unspecified)
→ 96, 100, 102, 2, 98, 0, 96, 105
47	Cc1ccccc1COc1ccc(/C=C(\C#N)C(N)=O)cc1
→ 103, 94, 104, 0, 99, 2, 94, 98
48	Nn1c(SCc2ccc(F)cc2)nnc1-c1ccncc1
→ 101, 96, 93, 3, 106, 0, 110, 114
49	COc1ccc(S(=O)(=O)N2CCOCC2)cc1NC(=O)CSc1nc(C)c(C)c(C)n1
→ 109, 98, 100, 7, 100, 0, 118, 108
50	Cc1c(Cl)ccc2c(C(=O)Nc3cc(C(C)(C)C)on3)cc(-c3ccccn3)nc12
→ 98, 102, 98, -19, 115, 2, 96, 101

(list continues)
Fields – MEP2-GFP yeast, Yeast superoxide, RPL19A TOR yeast, VLA-4 inh, LAP4-GFP MLPCN, GRK2 aptamer HTS, CIT2 TOR yeast, AGP1-GFP MLPCN
51	NS(=O)(=O)c1cccc(NC(=O)c2cccs2)c1
→ 99, 104, 97, -5, 96, 1, 104, 101
52	N#Cc1ccc(N2CCc3ccccc3C2)c([N+](=O)[O-])c1
→ 68, 97, 99, 2, 90, 1, 85, 90
53	CS(=O)(=O)NCc1csc(-c2ccccc2)n1
→ 103, 91, 99, 0, 109, 0, 98, 99
54	Cc1ccccc1NC(=O)c1cccnc1
→ 102, 95, 100, 9, 95, 0, 98, 98
55	CC1C(=O)N(Cc2ccc(F)cc2)c2ccccc2N1C(=O)c1c(F)cccc1F (stereo unspecified)
→ 105, 74, 108, -7, 101, 0, 103, 98
56	CCOC(=O)N1CCN(C(=O)COC(=O)CNC(=O)c2ccc(C)cc2)CC1
→ 92, 101, 100, 3, 101, 0, 103, 112
57	O=C(CSc1ccccc1)Nc1ccc(-c2nc3ccccc3[nH]2)cc1
→ 104, 114, 106, 3, 98, 100*, 95, 100
58	Cc1ccsc1/C=N/NC(=O)c1c[nH]c2ccccc12
→ 96, 103, 93, -4, x, 0, 82, 91
59	CN1CCN(C(=O)c2cn(C)c3ccc(S(=O)(=O)N(C)C4CCCCC4)cc3c2=O)CC1
→ 106, 97, 102, 38, 104, 0, 101, 103
60	N#CCC(=O)NCCCc1ccccc1
→ 105, 98, 102, 1, 100, 2, 97, 109

Overlap with the part before: 2 entries, then new ones.
Fields – MEP2-GFP yeast, Yeast superoxide, RPL19A TOR yeast, VLA-4 inh, LAP4-GFP MLPCN, GRK2 aptamer HTS, CIT2 TOR yeast, AGP1-GFP MLPCN
59	CN1CCN(C(=O)c2cn(C)c3ccc(S(=O)(=O)N(C)C4CCCCC4)cc3c2=O)CC1
→ 106, 97, 102, 38, 104, 0, 101, 103
60	N#CCC(=O)NCCCc1ccccc1
→ 105, 98, 102, 1, 100, 2, 97, 109
61	COc1ccc(CNn2cnnc2)c(O)c1
→ 97, 102, 104, 6, 82, 0, 102, 97
62	CCCOc1cccc(C(=O)Nc2ccccc2C(=O)N2CCN(C)CC2)c1
→ 98, 97, 98, -8, 102, 0, 101, 97
63	O=C(COC(=O)CCc1ccc(S(=O)(=O)N2CCOCC2)cc1)Nc1ncc(C(F)(F)F)cc1Cl
→ 111, 92, 92, 1, 103, 0, 94, 95
64	CC(C)Cc1ccc(C(C)C(=O)Nc2ccc(O)cc2)cc1 (stereo unspecified)
→ 105, 100, 106, -7, 99, 3, 99, 102
65	CC(C)(C)OC(=O)C[C@H]1C/C=C\C[C@@H](CC(=O)N(CCO)Cc2ccccc2)C(=O)NCCOC1=O
→ 103, 84, 98, 6, 102, 0, 103, 103
66	COc1ccc(-c2ccc(SCC(=O)N3c4ccccc4CC3C)nn2)cc1OC (stereo unspecified)
→ 183*, 94, 109, -13, 163*, 0, 145, 108
67	COc1cc(/C=C/c2[nH]c(=O)[nH]c(=O)c2[N+](=O)[O-])ccc1OCCC(C)C
→ 112, 113, 96, -3, 101, 4, 101, 108
68	COc1ccccc1NS(=O)(=O)c1ccc(O)cc1
→ 92, 108, 95, -9, 90, 0, 99, 96
69	O=C(CNC(=O)c1ccc(Cl)cc1Cl)OCN1C(=O)c2ccccc2C1=O
→ 107, 102, 100, 16, 101, 5, 93, 111
70	Cc1nc2cc(NC(=O)Nc3nccs3)ccc2n1C
→ 101, 106, 97, 25, 103, 0, 100, 99
71	Cc1cccc(N(Cc2ccccc2F)S(C)(=O)=O)c1
→ 104, 84, 107, 1, 106, 2, 112, 110

Screening data (PubChem)
